# Assay outcomes: PubChem, The Scripps Research Institute Molecular Screening Center
# procasp3 activ: activates human procaspase-3; P42574; recombinant procaspase-3 D3A, Ac-DEVD-pNA absorbance 405 nm; 330,000 compounds, 0.11% hits; activation, % at 8.5 µM;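 active = activation above the mean of all tested compounds plus 3 SD, cut at about 21% in these data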;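 also: 0% = DMSO alone and 100% = DMSO wells spiked with extra 5 µM PC-3 D3A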
# Target sequence (P42574 whole entry D9A/D28A/D175A): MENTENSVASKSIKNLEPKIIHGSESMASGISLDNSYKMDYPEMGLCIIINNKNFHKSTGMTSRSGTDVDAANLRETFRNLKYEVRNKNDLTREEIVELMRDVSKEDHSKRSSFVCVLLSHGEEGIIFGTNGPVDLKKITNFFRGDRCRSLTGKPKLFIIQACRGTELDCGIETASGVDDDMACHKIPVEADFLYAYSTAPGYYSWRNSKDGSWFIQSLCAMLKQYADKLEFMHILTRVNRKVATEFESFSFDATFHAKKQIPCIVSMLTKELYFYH
#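 Assay system – Procaspase-3 D3A mutant, all three cleavage aspartates alanine · Controls – DMSO-only low control, 5 µM PC-3 D3A high control · Schedule – 1 h compound preincubation, 2 h substrate hydrolysis at 25 °C · Signal – 405 nm absorbance of p-nitroaniline, reads at 0 and 120 min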
# CTSL1 counter: counter-screen for PFM18AAP inhibitors: inhibitors of F. hepatica cathepsin L1; inhibition, % at 5.96 µM; 300,000 compounds, 0.49% hits; recombinant F. hepatica cathepsin L1, Z-Leu-Arg-MCA fluorescence;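 active = inhibition above the mean of all tested compounds plus 3 SD, set per screening campaign, cut at about 17% in these data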;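 also: 0% = plate median of test compound wells and 100% = 1 µM Z-Phe-Ala-diazomethylketone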
# HCV core dimer: blocks dimerization of HCV core protein; TR-FRET GST/Flag-core106 dimerization, 1536-well; AID 1899; 300,000 compounds, 0.33% hits; inhibition, % at 5 µM;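 active = inhibition above the mean of all tested compounds plus 3 SD, set per screening campaign, cut at about 45% in these data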
#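 Material: Tagged HCV core106 pair (GST and Flag) | Amount: GST-core106 13.5 nM, Flag-core106 17 nM | Medium: KF-containing HEPES buffer, pH 7.45, DTT, CHAPS, BSA | Reagent: Eu donor and XL665 acceptor anti-tag antibodies | Schedule: 4 h at 22.5 °C | Technique: Time-resolved FRET, ex 340 nm, em 617 and 671 nm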
# PAFAH2 inh: PAFAH2 (human) inhibition; recombinant PAFAH2, FP-rhodamine activity probe, fluorescence polarization; inhibition, % at 3.39 µM; 340,000 compounds, 0.99% hits;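 active = inhibition above the mean over all tested compounds plus 3 SD, cut at about 30% in these data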;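 also: inhibitors block probe labeling of enzyme so polarization drops; 0% = enzyme with DMSO and 100% = wells lacking PAFAH2 protein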
# PP5 inh: PP5 (human) phosphatase inhibition; inhibition, % at 6.7 µM; 320,000 compounds, 0.18% hits; AID 1987; purified PP5c, OMFP substrate fluorescence; P53041;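 active = inhibition above the campaign's mean inhibition across all tested compounds plus 3 SD, cut at about 9.5% in these data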;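 also: 0% = DMSO only and 100% = 100 µM cantharidin control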
# Target sequence (P53041 whole entry, looked up): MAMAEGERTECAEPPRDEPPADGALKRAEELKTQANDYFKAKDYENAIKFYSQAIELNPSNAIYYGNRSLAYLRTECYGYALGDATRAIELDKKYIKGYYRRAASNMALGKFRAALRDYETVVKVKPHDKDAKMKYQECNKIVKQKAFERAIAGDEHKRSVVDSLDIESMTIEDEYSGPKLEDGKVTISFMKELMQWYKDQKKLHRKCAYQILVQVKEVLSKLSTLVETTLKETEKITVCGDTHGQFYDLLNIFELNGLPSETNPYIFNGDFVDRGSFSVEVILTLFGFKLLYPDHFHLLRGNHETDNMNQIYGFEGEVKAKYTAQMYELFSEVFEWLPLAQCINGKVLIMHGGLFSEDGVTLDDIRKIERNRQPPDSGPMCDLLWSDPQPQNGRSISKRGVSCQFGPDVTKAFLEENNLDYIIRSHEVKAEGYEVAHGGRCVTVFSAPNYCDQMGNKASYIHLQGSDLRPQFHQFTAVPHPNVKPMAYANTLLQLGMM
# TPT1 inh: inhibitors of Candida albicans tRNA 2'-phosphotransferase TPT1 | recombinant caTPT1, FP RNA substrate dephosphorylation | inhibition, % at 5 µM | 300,000 compounds, 0.81% hits | AID 1962;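 active = inhibition above the mean of all tested compounds plus 3 SD, set per screening campaign, cut at about 24% in these data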;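 also: plate controls were DMSO alone for no effect and ferristatin control at 100 nM for full effect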
# procasp7 counter: counter-screen for procaspase-3 activators: activators of human procaspase-7 | P55210 | recombinant procaspase-7, Ac-DEVD-pNA absorbance 405 nm; D23A/D198A/D206A triple mutant, cannot self-cleave; scale: DMSO 0, 5 µM enzyme 100 | activation, % at 8.5 µM | 330,000 compounds, 0.093% hits | AID 463210;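 active = percent activation above the screen-wide mean plus 3 SD, cut at about 25% in these data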
# Target sequence (P55210 whole entry D23A/D198A/D206A): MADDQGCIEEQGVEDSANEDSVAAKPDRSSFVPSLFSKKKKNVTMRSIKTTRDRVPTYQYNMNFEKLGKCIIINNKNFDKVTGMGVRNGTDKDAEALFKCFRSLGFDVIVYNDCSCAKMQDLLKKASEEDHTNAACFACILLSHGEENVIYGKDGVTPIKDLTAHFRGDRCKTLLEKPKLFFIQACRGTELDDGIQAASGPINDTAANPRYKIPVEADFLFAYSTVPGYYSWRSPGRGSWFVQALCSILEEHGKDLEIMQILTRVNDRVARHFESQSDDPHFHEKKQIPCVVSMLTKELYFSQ
#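 signal = Epi-absorbance of released pNA at 405 nm, two timepoints | assay system = Uncleavable procaspase-7 mutant enzyme | reagent = Ac-DEVD-pNA substrate, 400 µM as added | times = 1 h enzyme–compound preincubation and 2 h substrate reaction, both 25 °C | benchmarks = low DMSO alone, high DMSO plus 5 µM PC-7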
# PP1 inh: counter-screen for PP5 inhibitors: inhibitors of human PP1-alpha; P62136; purified PP1alpha, OMFP fluorescence; inhibition, % at 6.7 µM; 320,000 compounds, 0.9% hits; AID 2235;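 active = inhibition above the mean inhibition of all tested compounds plus 3 SD, computed separately for each screening campaign, cut at about 15% in these data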
# AHR activator: human AHR activation | AHR-responsive luciferase reporter cells, luminescence | AID 2796 | activation, % at 5 µM | 320,000 compounds, 2.5% hits; in the data active = activation above about 47%;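 also: 0% = vehicle wells and 100% = reference agonist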
# * hit, by the source's call; x = no result given. The order is random, and some 5.6% of all compounds hit somewhere here.
SMILES,procasp3 activ,CTSL1 counter,HCV core dimer,PAFAH2 inh,PP5 inh,TPT1 inh,procasp7 counter,PP1 inh,AHR activator
CCc1cc2c(SCC(=O)c3ccc(Cl)s3)ncnc2s1,-1,6,-4,-10,0.7,-3,-2,-2,35
CC(C)(C)c1csc(CS(=O)(=O)c2ccccn2)n1,2,-2,-3,-3,0.0,0,10,-4,1
COc1ccc(NC(=O)CSc2nnc(CN3CCOCC3)n2-c2ccccc2)cc1Cl,0,0,-8,-6,0.4,2,-3,-1,-5
O=C(OCC(=O)N1CCc2ccccc21)c1ccc([N+](=O)[O-])cc1,8,x,x,0,1.4,x,2,-3,7
O=C(NC1CCN(C(=S)NCCc2ccccc2)CC1)C1CCCCC1,1,-6,-2,3,-2.1,2,2,-5,0
COc1cc2c(cc1OC)CN(C(=O)c1ccc(S(=O)(=O)N3CCCC3)cc1)CC2,10,1,-4,6,-2.9,-1,-5,-2,-1
Cc1c(C(=O)Nc2ccc(C(F)(F)F)cc2)sc2ncn(CC(=O)N3CCN(c4ccccn4)CC3)c(=O)c12,0,2,19,2,3.0,4,4,-1,33
CN(C)c1ccc(-c2noc(C3CCN(S(=O)(=O)c4ccc(C(=O)O)cc4)CC3)n2)cc1,7,2,8,0,4.5,0,-6,5,-2
Cc1ccc(NC(=O)CSc2nccn2C)cc1F,9,0,5,-2,-0.4,2,-6,-6,9
Cc1cccc(C)c1NC(=O)CSc1nnc(-c2ccccc2)n1Cc1ccc2c(c1)OCO2,0,2,1,-2,3.1,-3,4,-3,-2
COc1ccc(Nc2ccc(OC)cc2)cc1,-6,-2,-16,x,0.2,-6,-11,-2,6
CCC(O)C1CCN(C(=O)c2cc(COc3ccc4ncccc4c3)on2)CC1 (configuration not stated),3,0,-5,x,3.5,-2,5,-3,-5
N#Cc1ccsc1NC(=O)CN1CCN(S(=O)(=O)c2cc(Cl)ccc2Cl)CC1,1,1,5,-1,3.4,4,1,5,4
CNC(=O)C(Sc1nc(C)nc2c1oc1ccccc12)C(C)=O (configuration not stated),-14,3,11,3,0.5,6,-13,-3,14
Cc1ccc(C2N(c3nccs3)C(=O)C3CCCN32)cc1 (configuration not stated),5,-2,1,-8,0.4,-2,6,2,2
CCOC(=O)c1sc(NC(=O)c2ccc(S(=O)(=O)N(C)C)cc2)cc1C,-7,5,0,-8,5.1,-6,-5,1,-14
COc1ccccc1OCC(=O)Nc1ccccc1C(=O)N1CCCCC1,0,2,-3,-2,3.0,-1,1,0,-1
CN(Cc1ccccc1)C(=O)COC(=O)c1ccc(Cl)c(N)c1,3,-5,0,1,1.1,-4,-1,-2,0
CCN(CC)S(=O)(=O)c1ccc(N2CCOCC2)c(NC(=O)CCC2CCCCC2)c1,3,-1,11,26,2.2,1,9,3,-1
CN(C(=O)c1cc(-n2cnnc2)ccc1Cl)c1ccccc1,-6,-1,-8,-1,2.1,1,-2,3,5
COc1ccc(Cl)cc1NC(=O)CNCc1cccs1,4,-2,1,7,1.3,-4,-1,2,0
O=C(/C=C/c1cccc([N+](=O)[O-])c1)NCC1CCCO1 (configuration not stated),4,1,0,-1,-0.1,-3,-2,-5,3
CCNC(=S)N/N=C/c1ccc(C(=O)O)cc1,-3,2,-3,7,1.7,0,0,-8,1
COc1ccc(OC)c(C(c2nnnn2CCC(C)C)N2CCN(C(=O)c3ccco3)CC2)c1 (configuration not stated),19,0,-3,9,-0.7,-3,6,-2,0
NC(=O)c1c(NC(=O)CCCn2cnc([N+](=O)[O-])n2)sc2c1CCCC2,0,0,0,2,0.6,2,-17,5,4
# More records:
SMILES,procasp3 activ,CTSL1 counter,HCV core dimer,PAFAH2 inh,PP5 inh,TPT1 inh,procasp7 counter,PP1 inh,AHR activator
CCOC(=O)N/N=C\c1ccc(OC(=O)c2ccco2)cc1,3,-6,0,1,-0.8,-4,6,-1,2
Nc1cccc(N2C(=O)c3cccc4c(N)ccc(c34)C2=O)c1,-7,-4,-8,0,-1.8,-80,-6,-4,-4
Cc1nc(-c2cccc(NC(=O)c3cccc(S(=O)(=O)N4CCCC4)c3)c2)cs1,5,x,x,-9,4.1,x,7,-1,5
COc1ccc(CCC(=O)N2CCN(C(=O)c3ccccc3)CC2)cc1,8,-1,1,0,-1.4,-2,20,-5,0
CCOC(=O)CSc1nnc(CNc2ccc(Cl)cc2)n1-c1ccccc1,1,5,8,7,1.3,1,-5,-1,2
CN(c1ccccc1)c1nc(N2CCCC2)nc(-n2ccnc2)n1,3,4,6,-16,1.4,2,2,12,27
COc1ccc(N2CC(NS(=O)(=O)c3ccc4ccccc4c3)CC2=O)cc1 (configuration not stated),11,-4,-1,2,1.1,-1,10,-4,-4
CN(Cc1ccc2c(c1)OCCO2)C(=O)CN1C(=O)NC2(CCCCC2)C1=O,-13,-3,-9,-1,-4.8,-2,-4,-13,-2
Cc1ccc(C(=O)OC2OC(=O)C(Cl)=C2N2CCOCC2)cc1 (configuration not stated),-2,-6,0,5,3.2,-3,5,-3,0
NNC(=O)c1oc2nc(-c3cccs3)cc(-c3ccco3)c2c1N,-5,3,-5,15,0.1,50*,-1,8,48*
CCCCNC(=O)c1ccccc1NC(=O)CCSc1ccccc1,-2,4,1,3,1.3,-4,1,0,0
Cc1cccc(OC(C)C(=O)Nc2cc(Cl)ccc2-n2cncn2)c1 (configuration not stated),-2,x,x,8,-2.0,x,-2,0,27
N#Cc1c(-c2ccccc2)nc(N2CCOCC2)[nH]c1=O,6,0,-7,-6,-1.6,-9,4,1,-1
O=C(Nc1ccccc1)c1nc[nH]c1C(=O)NCCCCCCNC(=O)c1[nH]cnc1C(=O)Nc1ccccc1,1,x,x,-2,x,x,0,x,23
CC1(C)CC(C(=O)Nc2ccccc2)C(=O)O1 (configuration not stated),4,-1,-6,-6,1.4,-3,4,-5,0
Cc1cc(C)n2c(Br)c(CSc3nc4ccccc4o3)nc2n1,-4,0,0,8,2.0,1,-13,10,30
COc1cccc(C(=O)NCC(=O)N/N=C/c2cccnc2)c1,5,0,2,-6,1.1,0,-11,-3,3
COc1ccc(N(C(=O)CCl)C(C(=O)NCCc2ccccc2)c2cccs2)cc1Cl (configuration not stated),-4,-3,8,23,3.5,1,-1,5,0
CC(C)Cn1cc(C(=O)N2CCOCC2)c2c3ccccc3n(C)c2c1=O,4,-2,1,0,1.0,-1,-10,-1,-1
Cc1c(C(=O)O)[nH]c2c1C(=O)CC(c1ccccc1)C2 (configuration not stated),9,-3,-4,-8,2.5,0,1,0,-2
Cc1ccccc1C(=O)NCC(=O)NNC(=O)c1cccc(Cl)c1,7,x,x,11,-0.3,x,2,-10,3
O=C(NCC1CC1)Nc1cccs1,2,-4,-6,7,2.5,-3,0,2,0
O=C(Nc1scc(-c2ccccc2)c1C(=O)O)c1ccccc1Cl,7,-5,10,4,0.0,2,4,3,-2
O=C(CN1CCCCCC1)Nc1cccc(NC(=O)CN2CCCCCC2)c1,2,1,7,7,2.1,-1,3,0,0
O=C(NNc1nc2ccccc2s1)Nc1ccc(F)cc1,-11,-8,2,-2,-1.0,1,2,-7,75*

# 4 records picked at random from the list so far:
SMILES,procasp3 activ,CTSL1 counter,HCV core dimer,PAFAH2 inh,PP5 inh,TPT1 inh,procasp7 counter,PP1 inh,AHR activator
Cc1cccc(C)c1NC(=O)CSc1nnc(-c2ccccc2)n1Cc1ccc2c(c1)OCO2,0,2,1,-2,3.1,-3,4,-3,-2
CNC(=O)C(Sc1nc(C)nc2c1oc1ccccc12)C(C)=O (configuration not stated),-14,3,11,3,0.5,6,-13,-3,14
COc1ccc(N2CC(NS(=O)(=O)c3ccc4ccccc4c3)CC2=O)cc1 (configuration not stated),11,-4,-1,2,1.1,-1,10,-4,-4
O=C(NCC1CC1)Nc1cccs1,2,-4,-6,7,2.5,-3,0,2,0

# The listing continues:
SMILES,procasp3 activ,CTSL1 counter,HCV core dimer,PAFAH2 inh,PP5 inh,TPT1 inh,procasp7 counter,PP1 inh,AHR activator
O=C(NCC(c1ccco1)N1CCCC1)c1sc2cc(F)ccc2c1Cl (configuration not stated),9,x,x,-3,x,x,2,x,4
CC(C)NC(=O)c1cc2nc(-c3ccco3)cc(C(F)(F)F)n2n1,-11,1,-3,4,0.0,-2,-14,0,-3
COc1ccccc1OCC(=O)N1CCNC1=O,7,0,-4,1,0.8,-5,-3,0,2
c1ccc2c(c1)N1CCN=C1N2CCN1CCCCC1,5,1,-2,5,1.3,1,4,0,3
CC1CCN(c2nc3c(c(=O)n(C)c(=O)n3C)n2CCSc2ncccn2)CC1,3,-2,10,1,2.5,2,2,-6,-1
O=C(COC(=O)c1cncc(Br)c1)NCc1ccccc1Cl,11,-1,-2,6,0.1,-2,13,4,1
CCc1ccc(S(=O)(=O)N2CCCC(N3CCN(c4ccc(OC)cc4)CC3)C2)cc1 (configuration not stated),-2,-2,3,-53,2.5,-2,2,0,-1
COc1ccc(N(CC(=O)NC2CCCC2)S(=O)(=O)c2ccc(NC(C)=O)cc2)cc1,1,-5,10,-3,0.8,-2,15,1,2
COc1ccc(C)c(-n2c(N)cc(=O)n(Cc3ccccc3)c2=O)c1,4,-1,-8,5,3.0,0,-9,1,-2
COc1ccc(C(=O)NCC(=O)OCC(=O)NCCC2=CCCCC2)cc1,9,-16,-7,-5,2.2,-1,-16,0,0
Cc1ccc(NC(=O)COc2cccc(-n3cnnn3)c2)cc1[N+](=O)[O-],0,3,-1,2,-6.0,-2,1,4,2
CCn1c2c(c3cc(C(=O)O)ccc31)CCCC2=O,-12,6,-6,0,-3.9,0,-6,-2,3
CCCc1nnc(NC(=O)C2CCN(C(=O)C3CC(=O)N(c4ccc(C)cc4)C3)CC2)s1 (configuration not stated),-5,-2,0,-2,1.9,2,-6,2,-1
O=C(Cn1[nH]c(=O)c2ccccc2c1=O)OCC(=O)N1CCc2ccccc2C1,9,-33,2,-11,1.1,-2,-3,1,2
Cc1cc(C)cc(Oc2coc3c(CN(C)C)c(O)ccc3c2=O)c1,2,2,-2,-4,0.8,0,7,-2,-2
N#Cc1nc(COc2ccccc2)oc1NCCN1CCOCC1,-2,1,-2,6,0.2,-3,3,-5,2
CCCC(c1nnnn1CCc1ccccc1)N1CCN(C2CCCC2)CC1 (configuration not stated),-5,3,2,-2,1.8,1,8,-6,-3
O=C(C[n+]1cc(Br)cc(Br)c1)c1ccccc1,-5,2,-2,-2,1.1,-2,-15,-1,15
Cc1ccc(C(C(=O)NC2CCCC2)N(Cc2ccco2)C(=O)CCC(=O)Nc2ccccn2)cc1 (configuration not stated),-3,-10,10,-1,0.9,4,-3,2,2
COc1ccc2nc(NC(=O)Nc3cccc4ccccc34)sc2c1,2,3,1,-1,-4.1,4,1,5,64*
CCCS(=O)(=O)N1CCCC(C(=O)NCCCN(CC)c2cccc(C)c2)C1 (configuration not stated),-13,1,-11,5,-6.3,-5,9,-7,4
COc1ccc(/C=C(\C#N)C(=O)OCC(=O)Nc2c(C)cccc2C)cc1,-1,0,8,-3,3.0,8,5,-1,0
